MT stabilize HCS = microtubule stabilizers in HeLa cells, primary screen, imaging, high-content imaging; HeLa tubulin immunostaining HCS, 24 h; share of cells brighter than vehicle mean+2SD; % tubulin-high responders, % at 10 µM; actives 0.83% (n = 200,000); AID 2205, 2009;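 active means plate Z-score above 3 for both tubulin-high and condensed-nucleus cell shares, with cell loss under 80%, at 10 µM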;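 further: anti alpha tubulin signal scored within the nucleus-defined area of each cell; some results filed as inactive read as strong as hits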
Insulin prom up = insulin promoter activators in MIN6 cells, imaging, high-content screening, mouse beta cells | MIN6 insulin promoter-GFP reporter; active compounds read high | z-score at 5 µM | actives 0.3% (n = 190,000) | AID 1625, 2009;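 active means z-score above 3 at 5 µM with at least 500 cells counted in the well; inconclusive means wells under 500 cells, flagged as cytotoxic or low count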
TNAP activation fold = human TNAP enzyme activators, primary screen, biochemical, luminescent, no phosphate acceptor, uHTS (AID 1001) | Alkaline phosphatase, tissue-nonspecific isozyme (Homo sapiens) | purified TNAP, luminescent activation assay, no phosphate acceptor; higher activation fold means a stronger effect | one-dose activation fold at 20 µM; EC50 in µM for titrated hits | actives 0.03% (n = 200,000); in the data active means activation fold from about 3, or a potency from the dose series; inactive means the rest, 99 in 100 with activation fold below about 1.6; further: many of its hits are not listed in these tables
Lipid droplet = inhibitors of hepatocyte lipid droplet formation, primary screen, imaging, high-throughput imaging, BODIPY stain. AML12 mouse hepatocytes, oleate lipid droplets. inhibition, % at 6.5 µM. actives 0.4% (n = 240,000). AID 1656, 2009;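 active means lipid droplet intensity inhibited by at least 50%, with more than 500 cells counted; inconclusive means wells with under 300 cells, treated as cytotoxic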
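Material: mouse AML12 hepatocyte cell line, fixed after treatment; Timing: compound with oleate, overnight; Technique: high-content imaging of BODIPY-stained droplets and DAPI nuclei; Probe or stimulus: oleate, 100 µM final; Dosing: compound at 6.5 µM only.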
bCat nuc transl = modulators of beta-catenin nuclear translocation, primary screen, imaging, HeLa cells, immunofluorescence, high-content; nuclear translocation activity, % at 5 µM; actives 0.3% (n = 190,000); AID 1665, 2009;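 active means nuclear translocation activity above 50% at 5 µM, with a well cell count of 50 or more; inconclusive means wells under 50 cells across six images, flagged as toxic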;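 further: per-cell ratio of nuclear to cytoplasmic median beta-catenin stain intensity; plate controls were DMSO negative control for no effect and GSK-3 inhibitor IX positive control for full effect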
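Signal – beta-catenin immunofluorescence imaging with DAPI · Test system – human HeLa cell line · Dosing – 5 µM primary single dose, 0.1% DMSO, 0.02–20 µM confirmation series · Measure – % activation, nuclear-to-cytoplasmic median beta-catenin signal ratio per cell · Incubation – 24 h compound exposure at 37°C, 5% CO2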
T cell HTS = modulators of CD8 T cell-vesicle binding, primary screen, mouse 2C CD8+ T cells, flow cytometry; 2C CD8+ T cell-vesicle binding; active compounds read low; calls only at 7 µM; actives 0.068% (n = 330,000);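 active means response, share of CD8 T cells binding vesicles, and their 90th percentile fluorescence all below set limits, cut at about 80% in these data, passing the limit was not always enough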
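Benchmarks: naked versus QL9-loaded vesicles / Assay system: purified 2C TCR transgenic mouse naive CD8+ T cells / Technique: high-throughput flow cytometry with anti-B7-1 and anti-CD8 staining / Timing: Cell–vesicle co-incubation 1.5 h at 37 °C, staining 20 min on ice / Read-out: percent CD8+ FL2 mean versus row control / Probe or stimulus: QL9-loaded Drosophila micro-vesicles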
PMI inhibitors = inhibitors of human PMI, primary screen, biochemical, fluorescence intensity, coupled assay (AID 1209); Mannose-6-phosphate isomerase (Homo sapiens); purified PMI enzyme, coupled fluorescence intensity; higher % means a stronger effect; inhibition, % at 20 µM; hits with a dose series show IC50 in µM; actives 0.42% (n = 190,000); in the data active means inhibition above about 50%;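 further: plate controls were DMSO vehicle for no effect and wells lacking substrate for full effect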
Dynein cargo inh = inhibitors of GR-EGFP nuclear translocation, primary screen, dynein cargo transport inhibitor project, imaging, high-content, 3617.4 mouse cells; test concentration mostly 20 µM; stimulated with dexamethasone, 1 µM; active compounds read low; z-score, hits read low; actives 0.47% (n = 220,000);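 active means plate z-score of nuclear minus cytoplasmic receptor signal below a set negative limit, without overly bright fluorescence or cell loss, cut at about -3.5 in these data, passing the limit was not always enough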;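 further: z-score of nuclear minus cytoplasmic ring GR-EGFP intensity difference per well; some compounds called inactive have numbers as strong as hits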
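Also added – dexamethasone, 1.0 µM final · Buffer or medium – tet-free, stripped-serum medium · Schedule – induction 48 h, compound 1 h, agonist 30 min · Detection – formaldehyde fixation, Hoechst nuclear stain, 10x automated fluorescence imaging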
Myeloid diff 2 = induction of myeloid progenitor differentiation, primary screen, cell-based, flow cytometry, MLPCN library; AID 624256, 2012; ER-HoxA9 myeloid progenitors, lysozyme-GFP differentiation; calls only at 10 µM; actives 1% (n = 360,000);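 active means normalized GFP-positive differentiation at or above the plate's own cutoff, the solvent-only control mean plus 3 SD; inconclusive means no clear call, values can overlap the other calls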;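 further: cells exposed to compound for four days before flow analysis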
Dynein cargo inh cytoplasmic EGFP = further read-out of Dynein cargo inh, marked with its call; z-score; measured here: cytoplasmic GR-EGFP intensity; active compounds read high
Dynein cargo inh nuclear GR-EGFP = recorded beside Dynein cargo inh, whose call it bears; z-score; measured here: nuclear GR-EGFP intensity;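 lower value marks the stronger effect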
Dynein cargo inh cell count = further read-out of Dynein cargo inh, marked with its call; z-score; measured here: cell count per field
Insulin prom up cell count = also measured in Insulin prom up; calls as there; cell count; measured here: cytotoxicity, nuclei count;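 total cells summed across four imaged fields per well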
Lipid droplet cells 6.5 µM = also measured in Lipid droplet; calls as there; cell count; measured here: cell count, cytotoxicity flag;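 cells counted across two imaged fields per well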
bCat nuc transl cell count 5 µM = second read-out of bCat nuc transl, no call of its own (marks repeat the call); cell count; measured here: cell count, cytotoxicity flag
T cell HTS vesicle-bound % = second read-out of T cell HTS, no call of its own (marks repeat the call); double positive events, %; measured here: CD8+ vesicle-bound cell fraction;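 binding gate set so that unloaded-vesicle control wells show 10% double positive cells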
MT stabilize HCS Hoechst-high % = recorded beside MT stabilize HCS, whose call it bears; % Hoechst-high responders; measured here: nuclear condensation Hoechst responders;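 share of cells brighter than vehicle mean plus two SD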
MT stabilize HCS cytotoxicity % = also measured in MT stabilize HCS; calls as there; toxicity, %; measured here: cytotoxicity by cell density;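 0% = mean cell density of plate MIN control wells and 100% = no cells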
Myeloid diff 2 GFP+ MAC1+ % = recorded beside Myeloid diff 2, whose call it bears; GFP+ MAC1+ double positive, %; measured here: differentiation confirmed by MAC1 staining
An asterisk follows results filed as active; i = inactive; ? = inconclusive; nt = no result given; + = active, no number.

SMILES	MT stabilize HCS	MT stabilize HCS Hoechst-high %	MT stabilize HCS cytotoxicity %	Insulin prom up	Insulin prom up cell count	TNAP activation fold	Lipid droplet	Lipid droplet cells 6.5 µM	bCat nuc transl	bCat nuc transl cell count 5 µM	T cell HTS	T cell HTS vesicle-bound %	PMI inhibitors	Dynein cargo inh	Dynein cargo inh cytoplasmic EGFP	Dynein cargo inh nuclear GR-EGFP	Dynein cargo inh cell count	Myeloid diff 2	Myeloid diff 2 GFP+ MAC1+ %
COc1ccc2nnc(-c3ccc(C(F)(F)F)cc3)n2n1	nt	nt	nt	-0.39	1163	nt	0	658	-0.6	1332	i	51	nt	-0.77	-0.22	0.0048	-0.48	i	0.1
CC(=O)Nc1ccc(OCC(O)Cn2nc(C)c(C(C)=O)c2C)cc1 (stereo not drawn)	1.9	3.1	8.9	0.42	1311	1.1	-8	745	-1.6	1116	i	14	11%	-0.27	-0.22	0.14	-0.35	i	8.1
CCOC(=O)c1[nH]c2ccccc2c1NC(=O)CN(C)C	2.0	1.9	5.6	0.16	1805	1	3	652	-1.4	1063	i	30	3%	0.75	-0.27	0.55	-1.3	i	0.9
CNC(=O)c1[nH]cnc1C(=O)Nc1ccccc1C	3.1	2.0	2.6	nt	nt	1.1	?	nt	nt	nt	i	47	11%	-0.16	-0.18	-0.3	-0.053	i	0.4
CCCS(=O)(=O)N1CCCC(C(=O)NC2CCCCC2)C1 (stereo not drawn)	1.9	1.1	8.8	0.86	1650	1	nt	nt	-2.5	1358	i	27	-5%	-0.7	0.47	-0.36	0.86	i	1.0
Cc1ccc(CSc2nnc(-c3ccccn3)n2N)cc1	nt	nt	nt	0.9	1051	nt	0	730	-1.5	1377	i	16	nt	0.007	-0.23	0.099	0.4	i	0.2
OC(CNCCCN1CCCCC1)COc1ccccc1 (stereo not drawn)	6.2	2.6	8.2	0.12	1430	1.1	nt	nt	0.0	984	i	49	9%	-1	-0.34	-0.36	0.35	+	2.2*
CC1=NN(c2cccc(C(=O)O)c2)C(=O)/C1=C\C=C\c1ccco1	3.2	0.7	6.8	nt	nt	0.8	-4	704	-1.6	965	i	6	-31%	-4.6*	0.32*	-2.2*	-0.33*	i	0.6
O=C1CN(C(=O)c2ccco2)C(c2ccc(F)cc2)c2cc(Cl)ccc2N1 (stereo not drawn)	2.1	1.7	5.9	nt	nt	nt	nt	nt	nt	nt	i	53	nt	-0.62	-0.21	0.15	-0.46	i	5.9
COc1ccc(C2C3=C(CC(C)(C)CC3=O)Nc3n[nH]c(C)c32)cc1 (stereo not drawn)	2.5	2.8	11	-0.63	1350	0.9	nt	nt	-0.4	770	i	24	2%	1.5	-0.13	1.3	-0.92	i	0.2
O=C(Nc1cccc(F)c1)c1ccccc1-c1ccccc1	2.5	2.0	8.6	0.02	1488	1.1	9	662	-1.5	1089	i	2	24%	1.2	-0.004	0.99	-1.4	?	nt
CCCN1Cc2cccc(C(=O)NC3CCCC3)c2C1=O	2.6	2.1	5.7	-0.54	1245	1.1	11	659	0.9	1073	i	58	4%	0.94	-0.19	0.18	-1	i	0.8
CCOC(=O)Cn1c(N2CCCCCC2)nc2c1c(=O)[nH]c(=O)n2C	5.7	3.2	8.1	0.09	1060	1.1	nt	nt	-0.5	1149	i	6	-2%	1	-0.29	1	-1.1	i	0.7
COC(=O)C1CC(O)CN1C(=O)Nc1ccccc1 (stereo not drawn)	4.1	4.2	8.4	0.06	1324	1.1	-6	681	0.0	1148	i	45	-4%	0.37	-0.31	0.66	-0.11	i	0.2
CC1CCCCN1C(=S)NC(=O)c1cccs1 (stereo not drawn)	nt	nt	nt	0.39	1115	nt	7	685	0.7	1350	i	9	nt	-0.77	0.59	0.49	-0.37	i	0.2
CC(=O)NS(=O)(=O)c1ccc(N=NN2CCCCCC2)cc1	2.7	1.9	6.3	0.43	1497	1.1	6	650	0.6	1574	i	56	-7%	0.73	-0.14	0.77	-1.1	i	0.1
Cc1ccc(/C=C/C(=O)Nc2cccc3cccnc23)o1	1.1	2.1	8.7	-0.27	1357	1.2	2	693	-0.3	860	i	36	14%	-0.72	-0.27	-0.62	0.19	i	0.8
CC1CCN(C(=O)CNS(=O)(=O)c2ccc(Br)s2)CC1	2.4	1.6	9.4	3.4*	864*	1.1	-13	815	4.9	1002	i	23	-2%	-0.42	-0.43	-0.21	-0.22	i	7.9
Cc1cc(C(F)F)n2nc(C(=O)Nc3c(F)cc(F)cc3Br)nc2n1	3.0	2.6	3.0	1.6	1235	1.1	-2	753	1.1	919	i	47	12%	2.9	-0.043	2.1	-2.4	i	1.2
COc1cc2[nH]c(=S)n(Cc3ccccc3)c(=O)c2cc1OC	2.9	2.4	4.0	0.15	1677	1.2	5	723	-4.1	1140	i	50	13%	-0.13	-0.15	0.58	-0.29	i	0.4
COc1ccccc1NC(=S)N(CCN1CCOCC1)Cc1ccccc1F	4.2	2.2	22	0.95	1182	1	-1	708	-1.3	1062	i	26	8%	0.22	-0.29	0.38	0.54	i	2.0
Oc1c(Br)cc(Br)cc1C=Nc1ccc2c(c1)OCO2	2.9	1.4	2.7	-0.09	1364	0.7	27	566	-3.6	515	i	7	7%	-0.42	-0.14	-0.29	1.7	i	0.9
O=C(NCc1ccco1)c1cccnc1Cl	1.7	3.5	13	0.28	1089	1.1	7	706	nt	nt	i	6	1%	-0.5	-0.29	-0.62	0.6	i	0.1
COc1ccc2[nH]c(=O)c(CN(C(=O)c3cccnc3)c3ccccc3)cc2c1	1.5	1.3	7.4	0.03	753	1	3	809	-8.0	1205	i	19	7%	1.1	-0.05	0.75	-1.6	i	0.7
CC(C)(C)NC(=O)CSc1nc(N)c(NC(=O)c2ccccc2F)c(=O)[nH]1	3.8	3.5	7.6	0.7	1301	1.1	2	683	-0.5	1138	i	60	-4%	-0.24	0.12	0.26	0.2	i	0.1
CC(=O)N1CC(=O)N=C1SCC(=O)Nc1nc(C)c(-c2ccccc2)s1	1.9	2.5	6.0	0.22	1226	1.2	-38	690	0.2	987	i	59	5%	-2.1	0.2	-1.1	-0.12	i	0.5
Oc1ccc2cccnc2c1	4.4	1.3	9.1	0.24	1352	1.1	-23	736	nt	nt	i	60	13%	3	-0.035	3	-1.2	i	0.9
O=C(Nc1nnc(SCc2ccccc2F)s1)c1ccco1	2.5	3.1	8.6	-0.5	1433	1.1	22	595	-2.2	1145	i	23	-2%	3.3	-0.12	1.8	-1.7	i	0.2
CC(C)(C)c1ccc(/C=N/OCC(=O)NCc2ccccc2)cc1	13	28	30	nt	nt	1	0	633	-0.4	894	i	58	21%	-0.91	-0.25	0.15	0.6	i	0.2
Cc1cccc(-n2ncc(C#N)c2-n2cccc2)c1	2.0	2.1	8.3	0.25	1376	1	nt	nt	2.9	1529	i	2	5%	0.48	-0.16	-0.036	0.22	i	3.9
Cc1ccc(C)c(N2CCN(C(=O)C3CCN(S(=O)(=O)c4cccc5nsnc45)CC3)CC2)c1	5.6	4.4	5.9	nt	nt	1	nt	nt	nt	nt	i	43	0%	-0.14	-0.32	0.0089	0.26	i	1.2
CCCn1c(O)c(N=N)c2ccccc21	2.6	1.9	11	-0.97	1270	1.1	8	711	2.6	1055	i	56	-4%	0.92	-0.29	-0.095	0.45	i	0.9
Cc1ccc(NC(=O)CN2C(=O)C3CCCCN3C(=O)c3ccccc32)cc1 (stereo not drawn)	0.6	1.0	5.2	0.84	1022	1	0	731	1.7	1138	i	36	17%	-1.1	-0.27	-0.62	0.66	i	1.2
C=CCOC(=O)c1[nH]c2c(c1C)C(=O)CC(c1cc(OC)c(OC)c(OC)c1)C2 (stereo not drawn)	3.3	3.0	16	nt	nt	1	1	547	5.2	968	i	37	12%	0.72	-0.11	0.51	-0.41	i	5.4
CCOC(=O)N1CCN(c2c(NCC3CCCO3)c(=O)c2=O)CC1 (stereo not drawn)	2.0	4.3	4.1	1.2	902	1.1	nt	nt	nt	nt	i	35	-4%	-1.3	-0.27	-0.75	0.58	i	2.7

Screens from PubChem.
